ERK EGF inh – blocks ERK signaling stimulated by EGF | HEK293-V1b, EGF-stimulated phospho-ERK AlphaScreen | Potency, µM (highest dose often 11.5 µM), for the others: at the highest dose activity change, negative = inhibition, hits mostly inhibitors | 130,000 compounds, 0.41% hits | AID 1454; active = well fitted inhibition curve with a large enough effect; inconclusive = small, poorly fitted or top-dose-only effect, or effect the other way;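 also: plate controls were stimulated vehicle wells for no effect and unstimulated vehicle basal for full effect; nearly all actives have a fitted effect of over 55% in size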
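HEK293 cells stably expressing V1b receptor, serum-reduced (1% FBS) overnight, got compound for 30 min at 37C, then 25 nM EGF for 5 min. Lysate phospho-ERK read by AlphaScreen SureFire; AC50 from Hill fits.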
An asterisk follows results filed as active; ? = inconclusive; [ ] = remark or other dose. Potency is read from the fitted curve at half-maximal effect. Only part of the results is shown (hit frequency here may not be typical).

compound	ERK EGF inh
COc1cccc(N(C(=O)Cn2nnc(-c3ccc(F)cc3)n2)C(C(=O)NCC2CCCO2)c2ccc(Cl)cc2)c1 (configuration not stated)	-4.7%
COc1ccc(CNS(=O)(=O)c2ccc3oc(C(=O)O)c(C)c3c2)cc1	-7.7%
CCCCSc1nnc(CSc2ncccn2)n1C	-2.1%
COC(=O)c1ccccc1COn1c(=O)c[n+]([O-])c2ccccc21	5.7%
COc1ccc(OC)c(NC(=O)c2nc3ccccc3s2)c1	-3.3%
COc1cc(/C=N/Nc2ncc(C(F)(F)F)cc2Cl)cc(OC)c1OC	-0.8%
CCOc1ccc(N(CC(=O)N/N=C/c2cccnc2)S(C)(=O)=O)cc1	-4.3%
COc1ccc(N(CC(=O)Nc2c(C)n(C)n(-c3ccccc3)c2=O)S(=O)(=O)c2ccc(C)cc2)cc1	2.6%
Cc1cccc(CSc2ccc3nnc(-c4cccnc4)n3n2)c1	2.0%
Cc1cccc(Cc2nnc(CCC(=O)NCc3cn4ccccc4n3)o2)c1	35.6%
O=C(Nc1cccc(NC(=O)c2cccs2)c1)c1cccnc1	4.9%
CCOC(=O)CC1=NN(c2ccccc2)C(=O)/C1=C\c1ccc(N(C)C)cc1	25.1µM*
O=C(C1CC1)N1CCCC(c2ccc(Cl)cc2)=N1	-4.4%
Cc1ccc(Cl)cc1NC(=O)c1ccc(NC(=O)CCC(=O)O)cc1	-4.9%
CC(=O)Nc1ccc(Oc2cc(C#N)c(C#N)cc2N2CCCCCC2)cc1	25.8%
COc1ccc(C(C[N+](=O)[O-])c2c(C)[nH]c3ccccc23)cc1OC (configuration not stated)	-7.6%
CCN(c1ccc(NC(=O)COC(=O)/C=C/c2cccs2)cc1)C(C)C	11.0%
O=S(=O)(NC1CCCC1)c1ccc(S(=O)(=O)N2CCc3ccccc32)cc1	5.0%
CN(C)C(=S)Nc1ccc2ccccc2c1	-4.3%
Cc1ccc(S(=O)(=O)N(C)C)cc1-n1c(SCC(=O)Nc2ccc(F)c(F)c2F)nc2ccccc2c1=O	-8.1%
Cc1ccc(C(=O)N2CCN(c3ccc(NC(=O)COc4ccccc4C)cc3)CC2)cc1	-6.5%
Cc1ccc(/C(N)=N/OC(=O)CCC2CCCC2)cc1	-7.0%
O=C(CSc1ccc(-c2cccc([N+](=O)[O-])c2)nn1)N1CCCCC1	0.6%
CN(c1ncc(C(F)(F)F)cc1Cl)N1C(=O)c2cccc([N+](=O)[O-])c2C1=O	-5.4%
Cn1cnc([N+](=O)[O-])c1SCC(O)CCl (configuration not stated)	-4.7%

2 consecutive compounds out of the list so far:
compound	ERK EGF inh
O=C(C1CC1)N1CCCC(c2ccc(Cl)cc2)=N1	-4.4%
Cc1ccc(Cl)cc1NC(=O)c1ccc(NC(=O)CCC(=O)O)cc1	-4.9%

The main list resumes, starting three compounds before the break.
compound	ERK EGF inh
O=C(CSc1ccc(-c2cccc([N+](=O)[O-])c2)nn1)N1CCCCC1	0.6%
CN(c1ncc(C(F)(F)F)cc1Cl)N1C(=O)c2cccc([N+](=O)[O-])c2C1=O	-5.4%
Cn1cnc([N+](=O)[O-])c1SCC(O)CCl (configuration not stated)	-4.7%
CC/C=C\C/C=C\C/C=C\CCCCCCCCCCCC(=O)O	-11.2%
COc1ccc(C(=O)NCc2csc(-c3cccs3)n2)cc1	-3.5%[57.5 µM]
COc1ccc(Cn2nnnc2C(c2ccc(N(C)C)cc2)N2CCC(C(N)=O)CC2)cc1 (configuration not stated)	-4.6%
O=[N+]([O-])c1ccc(Sc2cc[n+]([O-])c3ccccc23)c([N+](=O)[O-])c1	7.9%[57.5 µM]
NC(=S)Nc1ccc2cn[nH]c2c1	4.9%
CCOC(=O)C(=CNc1ccc(C(F)(F)F)cc1)C(=O)OCC	19.6%[57.5 µM]
COc1ccc(/C=N/NC(=O)Cc2cccs2)cc1	-1.3%[57.5 µM]
CCCNC(=O)OC[C@H]1O[C@H](CCO/N=C(\C)CCN2CCc3nc(-c4ccccc4)c(-c4ccccc4)cc3C2)C=C[C@@H]1Oc1ccc(OC)cc1	-8.0%
CCN1CCN(c2nc(Nc3ccc(NC(C)=O)cc3)nc(Nc3ccc(NC(C)=O)cc3)n2)CC1	4.2%[57.5 µM]
OCC(O)C(O)[C@H](O[C@H]1OC(CO)C(O)C(O)C1O)[C@H](O)CO (some centres not stated)	24.5%
CCc1c2c(nc3ccccc13)OC(C)C2 (configuration not stated)	-3.4%
COc1ccccc1CNC(=O)c1cc(=O)c2ccccc2o1	7.8%
CN(CC(=O)Nc1ccccn1)S(=O)(=O)c1ccc(Cl)cc1	18.7%
COc1ccc(S(=O)(=O)N2CCCCC2)cc1NC(=O)c1ccc2c(c1)OCO2	-1.4%
O=C(Nc1ccc2c(c1)OCO2)N1CCN(c2ccccc2)CC1	4.2%
CCN(CC)S(=O)(=O)c1ccc(N/N=C/c2ccc(O)cc2)nc1	-6.7%
CCc1ccc2[nH]c(C(=O)Nc3ccc4c(c3)OCO4)cc2c1	-3.5%[57.5 µM]
Cc1cccnc1NC(=O)c1ccccc1NC(=O)C(C)(C)C	1.8%
CC(C)N(Cc1cnn(C)c1)Cc1nc(-c2ccc(Cl)cc2)no1	-4.2%
O=C(c1cccc(N2C(=O)c3ccccc3C2=O)c1)N1CCCCCC1	-4.0%
CCCCCCCNc1cccc(C)c1	6.6%[57.5 µM]
O=C(O)CC(NC(=O)C1CCCCC1)c1ccc(OC2CCCC2)cc1 (configuration not stated)	5.4%
CCN1CCN(C(=S)Nc2ccc3nc4n(c(=O)c3c2)CCCCC4)CC1	3.8%
CCOC(=O)c1csc(NC(=O)CC2CCCC2)n1	1.2%
Cc1sc(NC(=O)c2ccco2)c(C(c2ccccc2)N2CCC(C)CC2)c1C (configuration not stated)	1.0%
CCCCCCn1nc(C(=O)OCC(=O)c2c(N)n(C)c(=O)n(C)c2=O)c2ccccc2c1=O	2.2%
CC(C)Cc1nnc(NC(=O)CCC(=O)Nc2ccc3cn[nH]c3c2)s1	-7.9%[57.5 µM]
Cc1cc(Br)c(OCc2ccc(C(=O)N/N=C3\CC(=O)CC(C)(C)C3)cc2)c(Br)c1	0.8%
CCc1cccc(CC)c1NC(=S)NCc1nc2ccccc2[nH]1	-3.7%
CCn1c(C)[n+](Cc2ccccc2)c2ccc(C(=O)OC)cc21	-0.5%
Cc1ccsc1/C=N/NC(=O)c1ccccn1	0.6%
CC(C)(C)[C@H]1C=C(C(N)=O)O[C@@H](OCc2ccc(CO)cc2)C1	-13.0%[57.5 µM]
O=c1oc2ccccc2c(NC(c2ccccc2)c2ccccc2)c1[N+](=O)[O-]	2.0%
CCOc1ccccc1/C=N/NC(=O)CNC(=O)COc1ccccc1	-1.7%
Cc1ccc(/C=C/C(=O)NC(=S)N2CCN(C)CC2)cc1	5.6%
CCOC(=O)/C(=C/c1ccc(Cl)cc1)NC(=O)c1ccco1	4.1%
COc1ccc(C2=NOC3(CC(=O)N(c4ccc(F)cc4)C3=O)C2)cc1 (configuration not stated)	3.0%[57.5 µM]
CCOc1ccccc1C(=O)N[C@H](C(=O)OCc1cc(=O)oc2cc(C)ccc12)C(C)C	-0.3%
Cc1nc(N2CCC(C)CC2)c2nnn(Cc3ccccc3)c2n1	2.3%
COc1cc(C2Oc3ccccc3C=C2[N+](=O)[O-])cc(OC)c1OC (configuration not stated)	?
CC[C@]1(O)C[C@@H]2CN(CCc3c([nH]c4ccccc34)[C@](C(=O)OC)(c3cc4c(cc3OC)N(C=O)[C@H]3[C@@](O)(C(=O)OC)[C@H](C(=O)OC)[C@@]5(CC)C=CCN6CC[C@]43[C@H]65)C2)C1	5.7%
Cc1ccc(/C=N/NC(=O)CCCOc2ccc(Cl)cc2Cl)cc1	-5.9%
CN(C)c1ccc(-c2nc3ccccc3c(=O)[nH]2)cc1	4.8%[57.5 µM]
COc1ccc(C)cc1N/C(N)=N/c1nc(C)cc(C)n1	4.3%
COCCn1c(C)cc(/C=C2/SC(=O)N(C(C)C(=O)OC)C2=O)c1C (configuration not stated)	-16.1%[57.5 µM]
C=CCNC1=C(Cl)C(=O)c2ccccc2C1=O	-8.1%
COc1cccc(-c2ccc(SCc3ccccn3)nn2)c1	-2.4%
Cc1ccc(C(=O)NCCCc2ccccc2)c(C)c1	-13.3%
CN1CCN(C(=O)/C(=C/c2cccs2)NC(=O)c2ccco2)CC1	-4.9%
COc1ccc(C(c2oc(CO)cc(=O)c2O)c2oc(CO)cc(=O)c2O)cc1OC	0.5%

Continued, starting with the last 5 of the part before.
compound	ERK EGF inh
C=CCNC1=C(Cl)C(=O)c2ccccc2C1=O	-8.1%
COc1cccc(-c2ccc(SCc3ccccn3)nn2)c1	-2.4%
Cc1ccc(C(=O)NCCCc2ccccc2)c(C)c1	-13.3%
CN1CCN(C(=O)/C(=C/c2cccs2)NC(=O)c2ccco2)CC1	-4.9%
COc1ccc(C(c2oc(CO)cc(=O)c2O)c2oc(CO)cc(=O)c2O)cc1OC	0.5%
N#C/C=C(/c1ccc(F)cc1)N1CCOCC1	8.5%
CN(C)S(=O)(=O)c1cccc(-c2nn(-c3ccccc3)cc2/C=C(\C#N)c2nc3ccccc3[nH]2)c1	-8.1%
CC(=O)OC[C@H]1O[C@@H](Sc2cccc3cccnc23)[C@H](OC(C)=O)[C@@H](OC(C)=O)[C@@H]1OC(C)=O	5.0%
COc1ccc(-c2csc(NC(=S)NC(=O)c3cccs3)n2)cc1Br	1.1%[57.5 µM]
O=C(NCCC1=CCCCC1)C(=O)NCC(c1ccco1)N1CCN(c2ccccc2F)CC1 (configuration not stated)	5.4%
CC(=O)O[C@@H](C)C[N+](C)(C)C	10.7%[25.7 µM]
CN(/C(=N\S(=O)(=O)c1ccccc1)c1ccccc1)c1ccc(O)cc1	-7.7%
Cc1cc([N+](=O)[O-])nn1CCCC(=O)Nc1cc(Oc2ccc(F)cc2)cc([N+](=O)[O-])c1	16.9%
COc1ccc2[nH]c(CN3CCC(CO)(CCOc4ccccc4)CC3)c(C)c2c1	-10.2%
Cc1csc(NC(=O)CCC(=O)c2cccs2)n1	-2.9%
COc1ccc(C2(CNS(=O)(=O)c3ccccc3)CCOCC2)cc1	3.4%
O=C(/C=C/c1ccco1)NCc1ccc(F)cc1	4.5%
O=C(O)C1Cc2[nH]cnc2C(c2ccc(F)cc2)N1 (configuration not stated)	4.7%
CCCCc1ccc(NC(=S)NN2CCOCC2)cc1	1.0%
O=C1C(=Cc2cccn2-c2ccccc2)C(=O)c2ccccc21	-7.3%
Cc1ccc(S(=O)(=O)N2CCOCC2)cc1NC(=O)COc1ncnc2ccccc12	12.8%
CCCCc1c(C)nc2ccc(C(=O)OCC)cc2c1Cl	7.6%
O=[N+]([O-])c1cc(S(=O)(=O)N2CCCC2)ccc1O	-0.9%
OCCCNc1c2c(nc3cc(-c4ccc(Cl)cc4)nn13)CCC2	4.8%
CCCC(=O)Nc1sc(C)c(C)c1C#N	2.3%
CCOC(=O)N1CCC(N2CCCC(CO)(Cc3cccc(Cl)c3)C2)CC1 (configuration not stated)	-14.1%
O=C(CNS(=O)(=O)c1c(Cl)cccc1Cl)OCC(=O)c1ccc[nH]1	-12.3%[57.5 µM]
O=C1C2C3C=CC(CC3)C2C(=O)N1c1ccccc1[N+](=O)[O-] (configuration not stated)	2.5%
CC(=C/c1ccccc1)/C=N/NC(=O)c1ccc2nc[nH]c2c1	-8.4%
CCCOC(=O)c1c(NC(=O)C2CCCO2)sc(C(=O)OC)c1C (configuration not stated)	8.8%
COc1cc(C(=O)NCc2cn3ccccc3n2)cc(OC)c1OC	-3.6%
COc1ccc(/C=N/NC(=O)C(=O)NCc2cccnc2)cc1	-0.4%
Cc1ccc(-c2nn(-c3ccccc3)cc2C2CC(c3ccccc3)=NN2C(=O)CCC(=O)O)cc1 (configuration not stated)	-4.9%[57.5 µM]
Cn1nnc(NC(=S)NC(=O)c2ccc(-c3ccc(Br)cc3)o2)n1	-3.6%
N/C(=N\OC(=O)c1cc([N+](=O)[O-])ccc1Cl)c1cccnc1	-2.6%[57.5 µM]
O=C(NC(=S)N1CCN(Cc2ccc3c(c2)OCO3)CC1)c1cccc(Br)c1	-6.3%
CC(/C=C/c1ccco1)=N\NC(=O)C(O)c1ccccc1 (configuration not stated)	3.5%
CC(C)C(C)(C#N)NC(=O)CSc1nc(C2CCCCC2)n(-c2ccccc2)n1 (configuration not stated)	-1.2%
CCN1CCN(C(=S)c2ccc(-c3ccccc3)cc2)CC1	-15.4%
O=C(COc1ccccc1[N+](=O)[O-])N/N=C/c1ccc(O)cc1	1.0%
NC(=O)CSc1nnc(-c2cccs2)n1Cc1ccco1	-16.4%[57.5 µM]
Cn1cccc1C(=O)N1CCC2(CCN(Cc3ccncc3)CC2)CC1	2.5%
C=CCNC(=S)NCc1ccccc1OC	-0.7%
CCC(=O)Nc1cccc(C2=NOC3(C2)C[C@@H](C(N)=O)N(C(=O)c2cc([N+](=O)[O-])cc([N+](=O)[O-])c2)C3)c1 (some centres not stated)	-5.2%[57.5 µM]
